# L3MBTL1 inh = inhibitors of human L3MBTL1 | Potency, µM (series often up to 57.1 µM), for the others: top-dose activity, negative = inhibition, actives largely listed as inhibitors | AID 485360 | AlphaScreen L3MBTL1–H3K9me1 peptide binding | 0.66% of 230,000 active | Q9Y468; note: % is set by controls: 0 for no effect and ±100 for the full control effect; nearly all actives have a fitted effect of over 60% in size
# Target sequence (Q9Y468 whole entry, looked up): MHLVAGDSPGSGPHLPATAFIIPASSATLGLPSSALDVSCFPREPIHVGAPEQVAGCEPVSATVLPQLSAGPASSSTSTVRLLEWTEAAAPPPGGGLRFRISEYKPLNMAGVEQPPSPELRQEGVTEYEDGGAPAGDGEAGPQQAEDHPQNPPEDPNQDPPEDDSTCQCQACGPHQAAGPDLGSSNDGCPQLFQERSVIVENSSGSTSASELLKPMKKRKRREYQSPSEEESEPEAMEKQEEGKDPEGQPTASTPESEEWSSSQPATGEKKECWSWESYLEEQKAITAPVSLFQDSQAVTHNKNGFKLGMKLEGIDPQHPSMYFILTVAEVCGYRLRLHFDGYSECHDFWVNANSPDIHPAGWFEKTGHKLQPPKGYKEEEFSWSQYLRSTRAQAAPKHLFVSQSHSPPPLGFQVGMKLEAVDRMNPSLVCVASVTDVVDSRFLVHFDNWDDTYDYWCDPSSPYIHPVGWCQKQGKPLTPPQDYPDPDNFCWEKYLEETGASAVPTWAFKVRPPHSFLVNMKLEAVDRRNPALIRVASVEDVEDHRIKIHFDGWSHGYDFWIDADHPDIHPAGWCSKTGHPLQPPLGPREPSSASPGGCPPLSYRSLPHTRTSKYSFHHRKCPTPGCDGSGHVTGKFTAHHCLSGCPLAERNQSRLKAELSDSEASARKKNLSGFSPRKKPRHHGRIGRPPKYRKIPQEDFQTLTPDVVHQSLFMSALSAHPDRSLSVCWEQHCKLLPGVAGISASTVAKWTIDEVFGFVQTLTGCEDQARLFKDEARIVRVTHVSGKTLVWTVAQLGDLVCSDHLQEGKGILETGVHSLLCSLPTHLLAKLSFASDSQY
#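 AlphaScreen assay: L3MBTL1 (50 nM final) was preincubated 30 min at room temperature with biotinylated H3(1-15)K9me1 peptide (75 nM final), then 30 min with library compounds; streptavidin donor and nickel chelate acceptor beads (10 ug/mL final) added, 30 min dark.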
# TR SRC2 fluor cs = alters Texas Red total fluorescence, flagging assay interference | TRb/SRC2 Texas Red total fluorescence interference | Potency, µM (doses to about 106 µM), without a hit: at the top dose fluorescence change, negative = quenching | 0.29% of 280,000 active; active = well fitted curve in either direction with a large enough effect; inconclusive = small, poorly fitted or top-dose-only effect; note: % is set by controls: 0 for no effect and ±100 for the full control effect
#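 Human TRb ligand-binding domain at 0.6 uM with 20 nM Texas Red SRC2 peptide in Tris buffer containing 1 uM T3 and 5% DMSO, incubated with compound 5 h at ambient temperature. Total fluorescence (555/632 nm) calculated as parallel + 2 × perpendicular.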
# RECQ1 helicase = inhibitors of human RECQ1 DNA helicase. P46063. RECQ1 DNA unwinding, red fluorescence kinetic read. Potency, µM (titrated, usually from 57.3 µM), for the others: top-dose activity, negative = inhibition, actives largely listed as inhibitors. 0.54% of 240,000 active. AID 2549;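 note: plate controls were vehicle for no effect and no enzyme for full effect; nearly all actives have a fitted effect of over 30% in size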
#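 50 nM RECQ1T1 preincubated 15 min with compound in Tris pH 8.0 buffer with MgCl2, DTT, Tween-20 and 2.5 ug/ml poly(dI-dC); started with 200 nM TAMRA/BHQ-2 forked duplex and 2 mM ATP. Unwinding read as fluorescence (525/598 nm), two reads 2 h apart.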
# Tau fibril ThT = tau fibrillization inhibition (ThT binding) | Potency, µM (series often up to 57.4 µM), for inactives: at the highest dose activity, negative = inhibition, hits mostly inhibitors | P10636 | 2.1% of 270,000 active | recombinant tau K18 P301L, heparin-induced fibrillization, ThT fluorescence; note: % is set by controls: 0 for no effect and ±100 for the full control effect; nearly all actives have a fitted effect of over 55% in size
# Target sequence (P10636 561-689 P618L limits assumed): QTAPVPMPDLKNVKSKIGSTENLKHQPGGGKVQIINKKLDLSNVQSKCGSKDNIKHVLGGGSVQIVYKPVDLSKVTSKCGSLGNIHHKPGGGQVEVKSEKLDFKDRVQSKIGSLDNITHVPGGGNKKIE
#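 Heparin-induced (20 uM) aggregation of recombinant human K18 P301L tau, 15 uM unlabeled with 0.24 uM labeled, pH 7 acetate buffer, 6 hr at 37 C with compound. Fibrils quantified by 30 uM ThT fluorescence after 1 hr ambient incubation.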
# Tau fibril FP = tau fibrillization inhibition (FP) | P10636 | K18 P301L tau heparin fibrillization, Alexa594 FP, 6 h | Potency, µM (top dose mostly 57.7 µM), for the others: top-dose activity, negative = inhibition, most hits filed as inhibitors | 0.39% of 280,000 active | AID 1468; note: % is set by controls: 0 for no effect and ±100 for the full control effect; nearly all actives have a fitted effect of over 55% in size
#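 Steps: dispense K18 P301L tau (15 uM plus 0.24 uM Alexa 594 tracer, final) in pH 7 sodium acetate; add compound; add heparin (20 uM final); incubate 6 hr, 37 C; add ThT (30 uM final); after 1 hr ambient, read FP.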
# HTT ATP protect = protects HTT-Q103 PC12 cells, measured by ATP; Potency, µM (series often up to 56.4 µM), for the others: cytoprotection (ATP increase), actives largely listed as activators; PC12 HTT-Q103 induced, cytoprotection, ATP luminescence, 40 h; 0.14% of 230,000 active;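 note: % of control where 0% means no effect; nearly all actives have a fitted effect of over 45% in size; toxic huntingtin expression switched on by the ecdysone agonist tebufenozide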
#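 Compounds added alongside 100 nM tebufenozide, which induces toxic Q103 huntingtin exon 1-GFP in stable PC12 cells; surviving cells quantified by luminescent ATP measurement. Medium: phenol red-free DMEM, 5% equine and 5% calf serum.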
# Tau fluor counter = counter-screen for tau fibril formation inhibitors. tau K18 P301L Alexa594 fluorescence, heparin fibrillization. Potency, µM (top dose mostly 57.7 µM), without a hit: at the top dose activity change, negative = decrease. 0.93% of 280,000 active; note: % is set by controls: 0 for no effect and ±100 for the full control effect; nearly all actives have a fitted effect of over 55% in size
#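 Human tau K18 P301L (15 uM unlabeled, 0.24 uM Alexa 594-labeled) in 100 mM sodium acetate pH 7 with 20 uM heparin, 6 hr at 37 C. ThT 30 uM added, 1 hr ambient; Alexa 594 FP and total fluorescence read at 555/632 nm.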
# TRb-SRC2 inh = inhibitors of human thyroid hormone receptor beta-SRC2 interaction | 0.065% of 280,000 active | AID 1469 | P10828 | TRbeta-SRC2 peptide binding, fluorescence polarization; receptor liganded with 1 µM T3 | Potency, µM (series often up to 106 µM), for the others: at the top dose activity change, negative = inhibition, usual class: inhibitors;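 note: plate controls were bound peptide for no effect and peptide without receptor for full effect; nearly all actives have a fitted effect of over 50% in size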
#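 Binding of a 20-amino-acid Texas Red SRC2 peptide (20 nM) to TRb ligand-binding domain (0.6 uM) with agonist T3 at 1 uM was followed by fluorescence polarization after a 5 hr room-temperature incubation.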
# Numbers without * were called inactive; i = inactive; ? = inconclusive; . = not tested or not shown; [ ] = dose if it differs, or a comment. Unless noted, calls come from the whole dose curve; as a rule, active = well fitted curve in the direction sought with a large enough effect; inconclusive = small, poorly fitted or top-dose-only effect, or another doubt; inactive = no such curve, though single readings can be large; an effect the other way counts as inactive or inconclusive. Potency is the fitted concentration of half-maximal effect. An excerpt. The share of hits here may be higher or lower than overall.
SMILES,L3MBTL1 inh,TR SRC2 fluor cs,RECQ1 helicase,Tau fibril ThT,Tau fibril FP,HTT ATP protect,Tau fluor counter,TRb-SRC2 inh
O=[N+]([O-])/C(C(Cl)=C(Cl)Cl)=C(\Sc1ccccc1)N1CCCCC1,-4%,-1%,-5%,25µM*,?,33%[10 µM],-25%,5%
Cc1ccc(C)c(NC(=O)C2=CCN(S(=O)(=O)c3ccc(F)cc3)CC2)c1,6%,-3%,-15%,1%,-8%,.,-7%,2%
O=C1c2ccccc2S(=O)(=O)N1CC(O)COc1ccc(Br)cc1 (configuration not stated),-3%,0%,-11%,-9%,4%,-11%,-12%,-16%
Cc1ccc(-c2nc3cc(C(C)C)ccc3o2)cc1NC(=O)c1cccs1,.,0%,.,-11%,?,.,-26%,10%
O=c1cc(O)nc2n1CCCS2,11%,-4%,-1%,2%,3%,7%,7%,3%
O=C(Nc1ccc(OC(F)(F)C(F)F)c(NC(=O)c2cccc(F)c2)c1)c1cccc(F)c1,6%,0%,-3%,16%,-22%,-7%[10 µM],-9%,8%
N#CC1=C(N)N2C(=C(C#N)C13CCCC3)Nc1ccccc12,-4%,0%,3%,-19%,-7%,-10%[10 µM],-14%,3%
NC(=O)NOCc1ccc(Cl)cc1Cl,.,-2%,-2%,-4%,-1%,-27%,2%,1%
C/C(=N\NS(=O)(=O)c1ccc(Br)cc1)c1cccs1,.,2%,-3%,-18%,4%,-10%,-23%,-2%
CC(=O)NC(C(=O)NCC(N)=O)C(C)C (configuration not stated),-3%,1%,-5%,8%,9%,2%,6%,5%
O=C(NCCCn1ccnc1)c1cc(-c2ccc(Cl)cc2)nc2ccccc12,-24%,-2%,-14%,-2%,-9%,8%[10 µM],-18%,-1%
O=C(OC1CCN(c2ccc([N+](=O)[O-])cc2)CC1)c1ccccc1,-4%,0%,i,?,-15%,3%,-11%,-13%
CCO[C@@H]1OC(C(=O)N2CCN(C)CC2)=C[C@H](C(C)(C)C)[C@H]1CCCO,1%,0%,-9%,-6%,3%,-2%[10 µM],-1%,-6%
O=c1[nH]c(CSc2nnc3ccccn23)nc2ccccc12,1%,2%,-3%,1%,0%,-3%[10 µM],2%,-4%
NS(=O)(=O)c1ccc(NC(=O)COC(=O)C2CCCCC2)cc1,-10%,-4%,2%,-2%,-4%,-6%[10 µM],2%,1%
CCOC(=O)c1[nH]c2c(c1-c1ccc(OC)cc1)C(=O)CC(c1ccc(OC)c(OC)c1)C2 (configuration not stated),-13%,-3%,0%,-12%,12%,.,-15%,7%
COc1cc(NC(=O)C2CCN(S(=O)(=O)c3cccc4nonc34)CC2)cc(OC)c1,4%,1%,16µM*,-9%,2%,-19%,-20%,-6%
CC(C)(C)C(=O)NC(=S)N1CCCC1,1%,-1%,0%,5%,-11%,24%[10 µM],3%,7%
CCc1ccccc1NC(=O)c1c(NC(=O)c2ccccc2)sc2c1CCCC2,.,3%,.,-3%,-9%,.,-14%,-4%
Cc1nn(CC(=O)Nc2ccc3c(c2)OCO3)c(C)c1[N+](=O)[O-],-6%,-3%,i,-11%,-2%,2%[10 µM],-7%,-3%
COc1ccccc1C(=O)NCC(=O)N/N=C/c1cn[nH]c1-c1ccccc1,12%,-1%,-8%,-10%,-1%,-36%,1%,-8%
COc1cccc(NC(=O)N2CCC(C(N)=O)(N3CCCCC3)CC2)c1,5%,0%,-4%,6%,1%,11%,2%,-14%
CCN(C(=O)CSc1nnnn1C)c1c(N)n(Cc2ccccc2)c(=O)[nH]c1=O,13%,1%,-3%,8%,?,-39%,7%,-9%
Oc1[nH]c2ccccc2c1C=NCC1CCCO1 (configuration not stated),-3%,-2%,-4%,-14%,-8%,8%[10 µM],-19%,-9%
CCOc1ccc2nc(N3CCCC(C(=O)NCCc4ccc(OC)cc4OC)C3)sc2c1 (configuration not stated),.,2%,.,?,8%,.,-27%,1%

# Next compounds.
SMILES,L3MBTL1 inh,TR SRC2 fluor cs,RECQ1 helicase,Tau fibril ThT,Tau fibril FP,HTT ATP protect,Tau fluor counter,TRb-SRC2 inh
CCOC(=O)c1cnc(-n2nc(C)cc2C)[nH]c1=O,5%,-5%,-6%,-8%,-2%,-2%[10 µM],-4%,-4%
O=c1c(-c2ccc(Cl)cc2)c(C(F)(F)F)oc2c(CN3CCCCC3)c(O)ccc12,.,-84%[1.83 µM],.,4%,-4%,.,-8%,-39%[1.83 µM]
C=CC(C)N1C(=O)S/C(=C\c2ccc(N3CCOCC3)cc2C)C1=O (configuration not stated),-1%,1%,-8%,?,?,28%[10 µM],-28%,-3%
COc1ccc(C2Nc3ccccc3C(=O)N2c2ccc(C)cc2)cc1Cn1nnc2ccccc21 (configuration not stated),3%,-6%,-2%,-11%,0%,-13%,-10%,-3%
COc1ccccc1-n1c(SCC(=O)N(C)C2CCS(=O)(=O)C2)nc2ccccc2c1=O (configuration not stated),-2%,-2%,-4%,6%,-2%,-1%,2%,-18%
CCCCNC(=O)C(=O)N/N=C/c1ccc(OCc2ccccc2)cc1,33%[activator],0%,2%,0%,-6%,-28%,2%,-7%
O=C(NCCc1ccc(Cl)cc1)c1cnccn1,0%,-2%,i,-11%,-2%,-16%[10 µM],-4%,-10%
COCCNCC(=O)Nc1ccccc1Sc1ccccc1,-8%,3%,0%,9%,5%,16%[10 µM],2%,-21%
Cc1ccc(CNS(=O)(=O)c2ccc(N3CCCCS3(=O)=O)cc2)cc1,.,0%,.,5%,-4%,.,-3%,-8%
O=c1c2ccccc2nnn1COc1cccc(Cl)c1,38%[activator],-3%,1%,-5%,2%,-5%,-12%,0%
CC(=O)/C(=N/Nc1ccc(C)cc1)Sc1nnc(CCc2ccccc2)n1-c1ccccc1,-8%,-5%,-11%,?,0%,10%[10 µM],-25%,-3%
O=C(O)C1=C[C@H](c2ccccc2)C[C@H](OCc2ccc(CO)cc2)O1,1%,-2%,-5%,5%,5%,3%[10 µM],12%,-7%
COc1ccc(OCCNS(=O)(=O)c2ccccc2)cc1,0%,-3%,-15%,-5%,-6%,0%,1%,-2%
O=c1oc2cc([N+](=O)[O-])ccc2nc1/C=C(\O)c1cccc(Br)c1,.,-6%,-3%,.,5%,6%[10 µM],-4%,-1%
CCOc1ccccc1C1CC(c2ccccc2)Nc2nc(N)nn21 (configuration not stated),0%,-8%,-12%,-5%,-7%,-5%,-2%,-2%
C=CCNC(=S)NNC(=O)c1cc(Cl)ccc1OC,4%,0%,-9%,-14%,-6%,9%[10 µM],-14%,4%
CCC(C)N(C)C1CCN(C(=S)Nc2ccc(OC)cc2)CC1 (configuration not stated),.,-5%,-6%,-14%,-7%,20%,-5%,-9%
CCC1CCCCN1C(=O)Nc1cc(Cl)ccc1OC (configuration not stated),0%,-3%,14%,1%,-13%,.,-4%,-6%
COc1cc(OC)c(N(C)S(=O)(=O)c2cccc(C(=O)NC(C)C3CC4CCC3C4)c2)cc1Cl (configuration not stated),.,0%,-1%,.,2%,7%[10 µM],-10%,-12%
CCOC(=O)C1=NN(C(=O)c2ccc(C)cc2)C(O)(c2ccc(Cl)cc2)C1 (configuration not stated),.,3%,-13%,?,-5%,3%,-10%,-13%
O=C1C2CC=C(Cl)CC2C(=O)N1c1ncn[nH]1 (configuration not stated),?,-1%,-8%,0%,3%,5%[10 µM],6%,1%

# Compounds listed so far containing an NH in an aromatic ring (7):
SMILES,L3MBTL1 inh,TR SRC2 fluor cs,RECQ1 helicase,Tau fibril ThT,Tau fibril FP,HTT ATP protect,Tau fluor counter,TRb-SRC2 inh
O=c1[nH]c(CSc2nnc3ccccn23)nc2ccccc12,1%,2%,-3%,1%,0%,-3%[10 µM],2%,-4%
CCOC(=O)c1[nH]c2c(c1-c1ccc(OC)cc1)C(=O)CC(c1ccc(OC)c(OC)c1)C2 (configuration not stated),-13%,-3%,0%,-12%,12%,.,-15%,7%
COc1ccccc1C(=O)NCC(=O)N/N=C/c1cn[nH]c1-c1ccccc1,12%,-1%,-8%,-10%,-1%,-36%,1%,-8%
CCN(C(=O)CSc1nnnn1C)c1c(N)n(Cc2ccccc2)c(=O)[nH]c1=O,13%,1%,-3%,8%,?,-39%,7%,-9%
Oc1[nH]c2ccccc2c1C=NCC1CCCO1 (configuration not stated),-3%,-2%,-4%,-14%,-8%,8%[10 µM],-19%,-9%
CCOC(=O)c1cnc(-n2nc(C)cc2C)[nH]c1=O,5%,-5%,-6%,-8%,-2%,-2%[10 µM],-4%,-4%
O=C1C2CC=C(Cl)CC2C(=O)N1c1ncn[nH]1 (configuration not stated),?,-1%,-8%,0%,3%,5%[10 µM],6%,1%

# Reprinted at random: 2 compounds from above, in no set order.
SMILES,L3MBTL1 inh,TR SRC2 fluor cs,RECQ1 helicase,Tau fibril ThT,Tau fibril FP,HTT ATP protect,Tau fluor counter,TRb-SRC2 inh
COc1ccccc1-n1c(SCC(=O)N(C)C2CCS(=O)(=O)C2)nc2ccccc2c1=O (configuration not stated),-2%,-2%,-4%,6%,-2%,-1%,2%,-18%
CC(=O)/C(=N/Nc1ccc(C)cc1)Sc1nnc(CCc2ccccc2)n1-c1ccccc1,-8%,-5%,-11%,?,0%,10%[10 µM],-25%,-3%

# Screens as filed in PubChem.
